Source: PubChem BioAssay (National Center for Advancing Translational Sciences (NCATS))
BRCA1 expr act – BRCA1 expression activation | Potency, µM (top dose mostly 46.1 µM), for the others: at the top dose activation, hits mostly activators | hit rate 1.1% among 380,000 | AID 624202 | MCF7-BRCA1-FFLuc reporter, luminescence, 48 h; response scale: scaled: vehicle 0%, 10 µM genistein 100%; also: nearly all actives have a fitted effect of over 80% in size; some results filed as inactive show a strong effect at the top dose
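Compounds are tested at multiple concentrations on MCF7 BRCA1-luciferase reporter cells seeded at 2000 per well; after 48 h, a single luminescence end-point is taken and curves fitted to the normalized data.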
MBNL1-CUG inh – blocks human MBNL1 binding to CUG repeat RNA | Potency, µM (series often up to 57.5 µM), for the others: at the highest dose activity change, negative = inhibition, actives largely listed as inhibitors | TR-FRET MBNL1-His/biotin-(CUG)12 binding, 665/545 ratio | AID 2675 | Q9NR56 | hit rate 0.036% among 280,000; active = well fitted inhibition curve with a large enough effect in the signal ratio, with a control signal flat, not every such curve was filed as active; inconclusive = small, poorly fitted or top-dose-only effect, or effect the other way, or a change in a side signal; inactive = no such curve, though single readings can be large or run the other way; the % refers to the signal ratio; also: % is scaled to controls: 0 for no effect and ±100 for the full control effect
Target sequence (Q9NR56 whole entry, looked up): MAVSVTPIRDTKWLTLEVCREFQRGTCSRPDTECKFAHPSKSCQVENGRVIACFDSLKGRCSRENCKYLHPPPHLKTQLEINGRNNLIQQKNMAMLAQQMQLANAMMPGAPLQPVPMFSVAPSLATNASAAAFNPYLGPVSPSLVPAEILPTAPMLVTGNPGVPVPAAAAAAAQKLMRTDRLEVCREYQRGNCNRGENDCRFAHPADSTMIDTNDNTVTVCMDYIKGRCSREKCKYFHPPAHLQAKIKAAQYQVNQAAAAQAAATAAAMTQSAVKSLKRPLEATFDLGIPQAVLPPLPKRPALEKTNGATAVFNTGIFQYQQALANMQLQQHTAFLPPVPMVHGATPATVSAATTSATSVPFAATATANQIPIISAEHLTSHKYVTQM
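MBNL1-His + Biotin-(CUG)12, cpd titration 92 nM–58 uM; Tb anti-His Ab 0.055 ng/ul, SA-XL665 5 nM (final); 60 min RT; ratiometric 665/545 nm, Ex 340 nm; normalized to buffer and full-complex controls.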
p53 reactivator – mutant p53 re-activation in reporter cells | H1299 p53-A138V BP100-luciferase reporter, luminescence, 24 h | AID 504706 | Potency, µM (highest dose often 92.2 µM), for the others: top-dose activity change, positive = activation, usual class: activators | hit rate 0.063% among 320,000; also: % of control where 0% means no effect; nearly all actives have a fitted effect of over 45% in size
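p53-null H1299 cells stably carrying temperature-sensitive p53-A138V and a BP100-luciferase reporter were pinned with compounds (4-point, 1:5 series) and held 24 hrs at 37 deg C. Luminescence was read 10 min after detection reagent.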
uPA surface inh – blocks generation of uPA at the cell surface; cell surface uPA generation assay, qHTS; Potency, µM (doses to about 38.3 µM), for the others: at the highest dose activity change, negative = inhibition, usual class: inhibitors; hit rate 0.31% among 330,000; active = well fitted inhibition curve with a large enough effect; inconclusive = small, poorly fitted or top-dose-only effect; inactive = no such curve, though single readings can be large or run the other way; tested in mouse RAW 264.7 cells; also: % is scaled to controls: 0 for no effect and ±100 for the full control effect; nearly all actives have a fitted effect of over 55% in size
RORg inh – ROR gamma (mouse) transcription inhibition | P51450 | Drosophila S2 Gal4-RORgamma UAS-luciferase reporter, 20 h | Potency, µM (top dose mostly 53.6 µM), inactives show top-dose activity change, negative = inhibition, most hits filed as inhibitors | hit rate 5.4% among 310,000; also: % is scaled to controls: 0 for no effect and ±100 for the full control effect; nearly all actives have a fitted effect of over 60% in size
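ROR gamma transcriptional activity was tracked as Gal4-UAS luciferase output in stably transfected Drosophila Schneider cells, with compound added 1 hr before 700 uM copper sulfate induction and a 20 hr ambient-temperature incubation.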
Gal4-VP16 FLuc – Gal4-VP16 reporter inhibition counter-screen. Drosophila S2 Gal4-VP16 UAS-luciferase, luminescence, 20 h. Potency, µM (series often up to 53.6 µM), for the others: top-dose activity, negative = inhibition, hits mostly inhibitors. hit rate 3.5% among 310,000;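 also: Gal4-VP16 expression switched on by copper sulfate through the metallothionein promoter; % is scaled to controls: 0 for no effect and ±100 for the full control effect; nearly all actives have a fitted effect of over 50% in size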
Rab9 promoter act – activators of Rab9 promoter; AID 485297; Huh7 Rab9 promoter-luciferase reporter, luminescence, 24 h; Potency, µM (doses to about 9.22 µM), without a hit: top-dose activation, negative = inhibition, hits mostly activators; hit rate 2.8% among 320,000; also: % of control where 0% means no effect; nearly all actives have a fitted effect of over 60% in size
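Luminescence read-out: Huh7 cells stably expressing Rab9-luciferase, treated 24 h with compound at 37 °C, then lysed with luciferase reagent for 10 min at ambient before reading.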
NPC1 promoter act – NPC1 promoter activation; Huh7 NPC1 promoter luciferase reporter, 24 h; Potency, µM (highest dose often 9.22 µM), for the others: top-dose activation, hits mostly activators; hit rate 2.4% among 320,000; AID 485313;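 also: % of control where 0% means no effect; nearly all actives have a fitted effect of over 60% in size; reporter is driven by a mutant NPC1 promoter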
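Huh7 cells stably carrying NPC1 promoter–luciferase, plated in Opti-MEM with 10% FBS for 2 h, were exposed to compound in DMSO for 24 h at 37 °C; luciferase reagent was added for 10 min and luminescence read.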
FLuc modulator – counter-screen for miR-21 project: firefly luciferase inhibitors or activators; P08659; purified FLuc, Km substrates, luminescence inhibition; Potency, µM (top dose mostly 57.5 µM), inactives show top-dose activity change, negative = inhibition, usual class: inhibitors; hit rate 6.9% among 360,000;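 also: plate controls were vehicle for no effect and reference inhibitor for full effect; nearly all actives have a fitted effect of over 55% in size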
Target sequence (P08659 whole entry, looked up): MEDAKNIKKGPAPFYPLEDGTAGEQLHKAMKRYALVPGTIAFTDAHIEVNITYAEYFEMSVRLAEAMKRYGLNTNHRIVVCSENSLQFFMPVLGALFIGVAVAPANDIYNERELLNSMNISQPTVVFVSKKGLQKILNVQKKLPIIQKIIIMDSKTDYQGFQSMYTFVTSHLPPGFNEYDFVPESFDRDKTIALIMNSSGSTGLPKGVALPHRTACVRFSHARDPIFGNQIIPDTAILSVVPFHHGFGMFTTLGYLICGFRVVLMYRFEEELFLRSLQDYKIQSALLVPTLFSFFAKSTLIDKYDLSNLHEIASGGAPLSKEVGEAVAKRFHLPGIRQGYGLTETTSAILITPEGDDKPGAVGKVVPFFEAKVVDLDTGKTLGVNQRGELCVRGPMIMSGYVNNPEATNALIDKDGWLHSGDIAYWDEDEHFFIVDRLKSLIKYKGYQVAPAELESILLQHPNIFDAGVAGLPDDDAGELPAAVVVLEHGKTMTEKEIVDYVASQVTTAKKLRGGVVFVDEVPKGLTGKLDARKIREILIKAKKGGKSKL
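Purified P. pyralis luciferase (10nM final) with 10uM D-luciferin and 10uM ATP (Km levels) in 50mM Tris acetate pH 7.5, 10mM Mg acetate, 0.01% Tween-20, 0.05% BSA; qHTS 6-point titration, ~60 µM downward; luminescence read.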
ELG1 genotox – genotoxicity induction in ELG1-luciferase HEK293T cells. HEK293T ELG1-luciferase reporter, luminescence, 16 h. Potency, µM (series often up to 46 µM), for inactives: at the highest dose activity change, positive = activation, usual class: activators. hit rate 1.3% among 330,000. AID 504466; also: % of control where 0% means no effect; nearly all actives have a fitted effect of over 60% in size
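Genotoxicity was scored as increased ELG1-luciferase reporter signal, measured by ONE-Glo luminescence (30 min, room temperature). Compound or vehicle exposure of the HEK293T reporter cells lasted 16 hr at 37°C.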
Starred values were filed as active, the others as inactive; ? = inconclusive; . = no result given; [ ] = another dose, or the depositor's remark. Unless noted, calls follow the shape of the dose curve; as a rule, active = well fitted curve in the direction sought with a large enough effect; inconclusive = small, poorly fitted or top-dose-only effect, or another doubt; inactive = no such curve, though single readings can be large; an effect the other way counts as inactive or inconclusive. Potency is read from the fitted curve at half-maximal effect. Rows were taken by chance; about 13% have a hit in one of these screens.

no.	SMILES	BRCA1 expr act	MBNL1-CUG inh	p53 reactivator	uPA surface inh	RORg inh
1	CS(=O)(=O)N(CC(=O)N1CCCC1)c1cc(Cl)c(Cl)cc1Cl	-14%	-11%	-4%	10%	33%
2	CCCCn1c(=N)n(CC(=O)c2ccc(OC)cc2)c2ccccc21	.	-5%	10%	.	?
3	CCC(=O)NCCc1nc2cc(NC(=O)Nc3ccccc3)ccc2n1C	?	-6%	?	?	?
4	O=c1[nH]c(/C=C/c2cccc([N+](=O)[O-])c2)c([N+](=O)[O-])c(=O)[nH]1	0%	7%	16%	-1%	5%
5	CCOc1c(Br)cc(CNc2ccc3c(c2)OCCO3)cc1OC	-49%	0%	?	-12%	-23%
6	CCOC(=O)c1ccc(NS(=O)(=O)CC)cc1	-1%	-4%	3%	1%	-2%
7	Brc1ccc(-c2nnc(Cc3ccccc3)o2)cc1	11µM*	-8%	10%	-14%	-1%
8	Cc1cccc(C(=O)NCc2nnc3c4ccccc4c(-c4ccccc4)nn23)c1	-4%	?	-12%	2%	-28%

no.	Gal4-VP16 FLuc	Rab9 promoter act	NPC1 promoter act	FLuc modulator	ELG1 genotox
1	8%	0%	-3%	2%	-1%
2	?	-6%	-3%	-1%	-7%
3	?	1.6µM*	1.1µM*	5.4µM*	?
4	9%	-6%	0%	-9%	-4%
5	-3%	-16%	-22%	-20%	16%
6	5%	0%	0%	3%[2.3 µM]	1%
7	17%	?	3.5µM*	11µM*	21µM*
8	-1%	1%	-1%	2%	-4%

Brought forward from above: 3 entries, then new ones.
no.	SMILES	BRCA1 expr act	MBNL1-CUG inh	p53 reactivator	uPA surface inh	RORg inh
6	CCOC(=O)c1ccc(NS(=O)(=O)CC)cc1	-1%	-4%	3%	1%	-2%
7	Brc1ccc(-c2nnc(Cc3ccccc3)o2)cc1	11µM*	-8%	10%	-14%	-1%
8	Cc1cccc(C(=O)NCc2nnc3c4ccccc4c(-c4ccccc4)nn23)c1	-4%	?	-12%	2%	-28%
9	CCC(=O)c1cn(CC(=O)Nc2ccc(OC)cc2)c2ccccc12	0%	2%	11%	8%	7%
10	CC(C)=NN/C(N)=N/C(=S)Nc1ccc(C)cc1	1%	-18%	?	5%	?
11	O=C(c1ccc(-n2cncn2)c([N+](=O)[O-])c1)N1CCN(c2cccc(Cl)c2)CC1	-32%	-2%	-3%	1%	2%
12	CC1(C)Cc2nc3oc4c(NCCCN5CCOCC5)ncnc4c3cc2CO1	-1%	-8%	4%	-9%	0%
13	c1ccc(CN2CCN(C3=Nc4cccc5cccc3c45)CC2)cc1	59%	?	23%	-2%	?
14	N#CC1=C(N)Oc2cc(N)ccc2C1c1ccccc1Cl (stereo not given)	-41%	12%	-2%	?	29%
15	O=C1C2C(C(=O)N1/N=C/c1ccc([N+](=O)[O-])o1)C1C=CC2C12CC2 (stereo not given)	-20%	?	-25%	-8%	?
16	O=[N+]([O-])c1ccc(Sc2ccccn2)nc1	16%	?	9%	-1%	3%

no.	Gal4-VP16 FLuc	Rab9 promoter act	NPC1 promoter act	FLuc modulator	ELG1 genotox
6	5%	0%	0%	3%[2.3 µM]	1%
7	17%	?	3.5µM*	11µM*	21µM*
8	-1%	1%	-1%	2%	-4%
9	1%	0%	-7%	0%	-3%
10	3%	22%	2%	4.8µM*	?
11	-12%	2%	-7%	-1%	-2%
12	5%	-2%	-2%	-9%	0%
13	-24%	14%	13%	11µM*	12%
14	0%	1%	-6%	-4%	-5%
15	20µM*	0%	-11%	2%	15%
16	-16%	-3%	0%	5%	-3%

Further compounds.
no.	SMILES	BRCA1 expr act	MBNL1-CUG inh	p53 reactivator	uPA surface inh	RORg inh
17	O=C(O)c1cnn(-c2nc(-c3ccc(Cl)cc3)cs2)c1C(F)(F)F	4.5µM*	-1%	?	2%	-1%
18	COc1ccc(NC(=O)CN(C)CC(=O)NC(=O)NC2CCCCC2)cc1	-6%	.	6%	0%	.
19	COc1ccc(CNC(=O)C(c2ccco2)N(C(=O)c2csnn2)c2cccc(C)c2C)cc1 (stereo not given)	-22%	-9%	-11%	7%	-2%
20	NS(=O)(=O)c1ccc(NC(=S)NCc2ccc(Cl)cc2)cc1	-20%	0%	-1%	6%	44%
21	COc1ccccc1OCCNC(=O)c1ccc(Br)cc1	?	4%	16%	-5%	20%
22	COc1cc(OC)cc(OC(=O)C2CCN(S(=O)(=O)c3ccc(OC)c(OC)c3)CC2)c1	4%	.	6%	-3%	.
23	CCN(CC)C(=O)c1cc(S(=O)(=O)N2CCCCC2)c[nH]1	0%	2%	.	-3%	2%
24	O=S(=O)(NCCOCC(F)(F)F)c1ccc2oc3ccccc3c2c1	-35%	-5%	2%	-2%	17%

no.	Gal4-VP16 FLuc	Rab9 promoter act	NPC1 promoter act	FLuc modulator	ELG1 genotox
17	?	?	?	?	?
18	.	0%	-9%	-2%	2%
19	5%	3%	-4%	3%	-2%
20	-13%	2%	4%	?	1%
21	8%	0%[1.84 µM]	?	24µM*	?
22	.	-1%	-3%	7%	7%
23	-1%	-1%	-4%	0%	0%
24	-1%	-8%	-8%	-3%	-9%

(next part)
no.	SMILES	BRCA1 expr act	MBNL1-CUG inh	p53 reactivator	uPA surface inh	RORg inh
25	CCS(=O)(=O)N1N=C(c2ccc(NS(C)(=O)=O)cc2)CC1c1ccccc1 (stereo not given)	14%	8%	3%	-3%	?
26	Cc1n[nH]c(C)c1CCN(C)Cc1cn(C)nc1-c1ccc2c(c1)OCCO2	-14%	-7%	7%	-1%	5%
27	CN(CC(=O)Nc1ccc(F)cc1)CC(=O)N(C)C1(C#N)CCCCC1	-15%	.	-6%	4%	.
28	COC(=O)c1ccc(NC(=O)C2CCCN2C(=O)OCc2ccccc2)cc1 (stereo not given)	-11%	-2%	-5%	7%	-17%
29	C=C(C)CSc1nc2ccccc2c(=O)n1-c1c(C)n(C)n(-c2ccccc2)c1=O	-23%	2%	0%	3%	16%
30	COc1ccc(CCC(=O)NCc2cccc(C(F)(F)F)c2)cc1	1%	-7%	0%	-11%	4%
31	CC(C)NC(=O)COc1ccc(S(=O)(=O)N2CCCC2)cc1	3%	4%	10%	4%	-17%
32	O=C(CSc1ccc2ccccc2n1)NC1CC1	6%	.	6%	17%	.

no.	Gal4-VP16 FLuc	Rab9 promoter act	NPC1 promoter act	FLuc modulator	ELG1 genotox
25	18%	2%	-5%	-2%	2%
26	7%	0%	-3%	-2%	4%
27	.	-1%	0%	-1%	2%
28	0%	-2%	2%	0%	0%
29	-12%	-7%	-2%	-1%	-1%
30	0%	0%[1.84 µM]	-2%	-3%	-3%
31	-1%	-2%	-2%	0%	-3%
32	.	1%	0%	-16%	?

(listing goes on)
no.	SMILES	BRCA1 expr act	MBNL1-CUG inh	p53 reactivator	uPA surface inh	RORg inh
33	CCCCC(CC)C(=O)Nc1ccccc1C(=O)NC(C)C (stereo not given)	-32%	1%	3%	7%	-2%
34	CCCNc1ccc(S(=O)(=O)N(C(C)C)C(C)C)cn1	-1%	-3%	-5%	-7%	17%
35	COc1ccc(-n2c(C)nc3cc(C(=O)NCc4ccc5c(c4)OCO5)ccc32)cc1	-1%	-4%	-4%	4%	11%
36	CCOC(=O)c1c(NC(=O)c2ccc(Cl)cc2)csc1C	-32%	4%	-3%	4%	1%
37	C=CCN(c1ccccc1)S(=O)(=O)c1cccc(C(=O)Nc2ncccc2C)c1	-13%	.	-9%	0%	.
38	CCN(CC)c1ccc(N=CN2CCOCC2)cc1	8%	4%	2%	-1%	-5%
39	CCOc1ccc(NC(=S)N2c3ccccc3CC2C)cc1 (stereo not given)	0%	-4%	14%	6%	?
40	O=C(CCc1nc2ccccc2c(=O)[nH]1)NCCN1C(=O)S/C(=C\c2ccccc2Cl)C1=O	-6%	.	16%	-4%	.
41	CN1CCN(c2ccccc2/C=C2/C(=O)Nc3ccccc32)CC1	-38%	?	-3%	?	-10%
42	CSc1ccccc1NC(=O)c1cc(C2CC2)on1	32%	?	13%	8%	?
43	COc1ccc(Cl)cc1NC(=O)Cc1c(F)cccc1Cl	-21%	8%	-2%	-1%	-21%

no.	Gal4-VP16 FLuc	Rab9 promoter act	NPC1 promoter act	FLuc modulator	ELG1 genotox
33	2%	-1%	-1%	-2%	-7%
34	9%	0%	-2%	-6%	1%
35	1%	-1%	-1%	-8%	0%
36	1%	-7%	1%	6%	0%
37	.	2%	2%	0%	-1%
38	2%	2%	-1%	?	9%
39	?	13%	6%	-2%	-3%
40	.	7%	9%	-3%	21%
41	-7%	-11%	-1%	-2%	-11%
42	?	?	27%	?	23µM*
43	-24%	-2%	0%	-2%	-2%
